MT stabilizer – microtubule stabilizers in HeLa cells, primary screen, imaging, high-content imaging; HeLa tubulin immunostaining HCS, 24 h; share of cells brighter than vehicle mean+2SD; % tubulin-high responders, % at 10 µM; actives 0.83% (n = 200,000);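 active = plate Z-score above 3 for both tubulin-high and condensed-nucleus cell shares, with cell loss under 80%, at 10 µM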;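 also: anti alpha tubulin signal scored within the nucleus-defined area of each cell; some results filed as inactive read as strong as hits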
Dynein transport – inhibitors of GR-EGFP nuclear translocation, primary screen, dynein cargo transport inhibitor project, imaging, high-content, 3617.4 mouse cells | z-score, hits read low | test concentration mostly 20 µM; stimulated with dexamethasone, 1 µM; stronger effect = lower value | actives 0.47% (n = 220,000);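 active = plate z-score of nuclear minus cytoplasmic receptor signal below a set negative limit, without overly bright fluorescence or cell loss, cut at about -3.5 in these data, passing the limit was not always enough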;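 also: z-score of nuclear minus cytoplasmic ring GR-EGFP intensity difference per well; some compounds called inactive have numbers as strong as hits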
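Buffer or medium – tet-free medium with charcoal-stripped serum · Signal – automated 10x imaging of fixed Hoechst-stained cells · Also added – dexamethasone agonist, 1.0 µM final, for 30 min · Incubation – induction 48 h, compound 1 h, agonist 30 min · Read-out – GR-EGFP nuclear translocation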
ER stress rescue – rescue of cells from ER stress-induced death, primary screen, 384-well, CSM14.1, thapsigargin, ATP luminescence (AID 1222) | CSM14.1 thapsigargin-induced death rescue, ATP luminescence; higher % means a stronger effect | cellular ATP content (survival), % at 20 µM, or EC50 in µM where a hit was titrated | 190,000 tested, under 10 active;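 active = EC50 below 50 µM in the dose-response confirmation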;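 also: death triggered by thapsigargin at about 15 µM added after 2 h compound pretreatment; cell ATP read after overnight thapsigargin exposure of roughly 18 to 22 hours; normalized against plate controls of thapsigargin alone and 5% DMSO vehicle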
Ins promoter up – insulin promoter activators in MIN6 cells, imaging, high-content screening, mouse beta cells; z-score at 5 µM; AID 1625, 2009; MIN6 insulin promoter-GFP reporter; stronger effect = higher value; actives 0.3% (n = 190,000);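 active = z-score above 3 at 5 µM with at least 500 cells counted in the well; inconclusive = wells under 500 cells, flagged as cytotoxic or low count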
P. falciparum M17LAP – P. falciparum M17LAP inhibitors, primary screen, biochemical, fluorogenic H-Leu-NHMec substrate, 1536-well (AID 1619) | inhibition, % at 30 µM, or IC50 in µM where a hit was titrated | actives 0.38% (n = 220,000) | recombinant M17LAP, H-Leu-NHMec fluorogenic kinetic assay; higher % means a stronger effect | Leucine aminopeptidase (Plasmodium falciparum (isolate 3D7));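 active = compound inhibiting the enzyme by more than half at any dose during confirmatory dose-response retesting; inconclusive = strong single-dose inhibitors picked by rank but not retested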;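 also: plate controls were full reaction with DMSO carrier for no effect and no enzyme background for full effect; strong numbers were not always called active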
Autophagy HCS – autophagy modulators in MEF cells, primary screen, imaging, high-content, MEF GFP-LC3; calls only at 10 µM (by protocol); actives 0.98% (n = 190,000); MEF GFP-LC3 puncta imaging; test concentration mostly 10 µM;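 active = percentage of spot-positive cells more than 3 SD above its plate mean, without a fluorescence outlier flag or 80% toxicity; inconclusive = no clear call, values can overlap the other calls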;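 also: spot-positive cell cutoff set from DMSO-treated cells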
M1AAP inhibition – P. falciparum M1AAP inhibitors, biochemical, fluorogenic H-Leu-NHMec substrate, 1536-well (AID 1445) | recombinant M1AAP, H-Leu-NHMec fluorogenic kinetic assay; higher % means a stronger effect | inhibition, % at 30 µM; hits with a dose series show IC50 in µM | actives 0.42% (n = 220,000);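 active = primary inhibition above the hit cutoff, then over 50% inhibition at one or more dose response concentrations, cut at about 23% in these data, passing the limit was not always enough; inconclusive = conflicting primary data, or primary hits not chosen for dose response; inactive = low primary inhibition, or under 50% at every dose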;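 also: plate controls were DMSO full reaction for no effect and no enzyme background for full effect; strong numbers were not always called active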
UTI89 phage lysis – inhibition of K1F phage lysis, E. coli UTI89, bacterial capsule biogenesis inhibitors, alamar blue (AID 488966). E. coli UTI89 K1F phage lysis, alamar blue, 2 h; higher % means a stronger effect. inhibition, % at 100 µM, or IC50 in µM where a hit was titrated. actives 0.02% (n = 340,000);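 active = phage lysis inhibition, versus mean bacterial control, above a set limit; inconclusive = no clear call, values can overlap the other calls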;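 also: capsule biogenesis inhibitors block K1F phage lysis so surviving cells raise fluorescence; higher fluorescence means more inhibition of phage lysis; actives were called in the ten point dose series up to 300 µM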
b-catenin transl – modulators of beta-catenin nuclear translocation, primary screen, imaging, HeLa cells, immunofluorescence, high-content. actives 0.3% (n = 190,000). AID 1665, 2009. nuclear translocation activity, % at 5 µM;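 active = nuclear translocation activity above 50% at 5 µM, with a well cell count of 50 or more; inconclusive = wells under 50 cells across six images, flagged as toxic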;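 also: per-cell ratio of nuclear to cytoplasmic median beta-catenin stain intensity; plate controls were DMSO negative control for no effect and GSK-3 inhibitor IX positive control for full effect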
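Test system: human HeLa cells, native beta-catenin. Compound dosing: 5 µM primary single dose, 0.1% DMSO, 0.02–20 µM confirmation series. Incubation: compound exposure 24 h at 37°C. Detection: beta-catenin immunostaining with DAPI counterstain, 20x imaging, 6 fields/well. Read-out basis: Nuclear/cytoplasmic beta-catenin signal ratio, % activation.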
Dynein transport cytoplasmic EGFP – also measured in Dynein transport; calls as there; z-score; measured here: cytoplasmic GR-EGFP intensity; stronger effect = higher value
Dynein transport nuclear GR-EGFP – second read-out of Dynein transport, no call of its own (marks repeat the call); z-score; measured here: nuclear GR-EGFP intensity;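 lower value marks the stronger effect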
Dynein transport cell count – recorded beside Dynein transport, whose call it bears; z-score; measured here: cell count per field
Ins promoter up cell count – further read-out of Ins promoter up, marked with its call; cell count; measured here: cytotoxicity, nuclei count;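 total cells summed across four imaged fields per well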
b-catenin transl cell count 5 µM – recorded beside b-catenin transl, whose call it bears; cell count; measured here: cell count, cytotoxicity flag
MT stabilizer Hoechst-high % – second read-out of MT stabilizer, no call of its own (marks repeat the call); % Hoechst-high responders; measured here: nuclear condensation Hoechst responders;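 share of cells brighter than vehicle mean plus two SD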
MT stabilizer cytotoxicity % – recorded beside MT stabilizer, whose call it bears; toxicity, %; measured here: cytotoxicity by cell density;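 0% = mean cell density of plate MIN control wells and 100% = no cells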
Autophagy HCS cell loss 18 h – second read-out of Autophagy HCS, no call of its own (marks repeat the call); toxicity, %; measured here: cell loss, nuclei count;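 cell loss after 18 h compound exposure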
The depositor's hits bear a star; i = inactive; ? = inconclusive; . = not tested or not shown; [ ] = dose if it differs, or a comment.

SMILES	MT stabilizer	MT stabilizer Hoechst-high %	MT stabilizer cytotoxicity %	Dynein transport	Dynein transport cytoplasmic EGFP	Dynein transport nuclear GR-EGFP	Dynein transport cell count	ER stress rescue	Ins promoter up	Ins promoter up cell count	P. falciparum M17LAP	Autophagy HCS	Autophagy HCS cell loss 18 h	M1AAP inhibition	UTI89 phage lysis	b-catenin transl	b-catenin transl cell count 5 µM
COc1cnc(NS(=O)(=O)c2ccc(N)cc2)nc1	5.9	2.6	5.5	0.72	0.24	0.63	0.26	-3.3%	.	.	-8%	i	9	1%	0.2%	-5.4	604
CN(CCC#N)C(=S)Nc1ccc(Oc2ccccc2)cc1	3.0	3.3	5.6	-1	-0.32	-0.85	0.74	-1.4%	-0.12	1358	3%	i	-5	4%	-0.1%	.	.
CC1CCCCC1NC(=O)CSc1nnnn1-c1ccccc1 (stereo unspecified)	2.7	1.5	5.3	0.15	-0.22	0.15	1.1	-3.4%	0.05	1192	3%	i	-6	2%	6.2%	-0.5	1020
CSc1nc(SCC(=O)O)c2sc3nc(-c4ccccc4)c4c(c3c2n1)CCC4	.	.	.	-0.24	-0.21	-0.51	0.9	.	0.35	1078	17%	.	.	?	-0.1%	-1.6	1315
Cn1cccc1Cc1nnc(SCC(=O)NCc2ccc3c(c2)OCO3)n1CCc1ccccc1	2.8	1.1	11	0.94	-0.21	0.97	1.6	-0.8%	-0.25	1859	15%	i	2	15%	-1.5%	-0.1	1016
CC(C)[C@H](NC(=O)CCCn1nnc2ccccc2c1=O)C(=O)O	.	.	.	0.23	-0.12	0.15	0.075	.	0.16	1083	5%	.	.	0%	-0.2%	-0.1	1256
Cc1cccc(N=Cc2cc3c(cc2[N+](=O)[O-])OCO3)c1	1.9	1.1	7.7	-0.78	-0.19	-0.5	0.66	-0.7%	0.41	1548	5%	i	24	9%	-0.3%	-2.0	1431
Cc1ccccc1CNC(=O)CC1C(=O)NCCN1CC1CCCCC1 (stereo unspecified)	1.8	1.3	3.0	-0.66	-0.19	-0.49	0.36	-0.7%	-0.29	1481	-3%	i	-6	4%	-2.2%	0.2	1010
O=C(O)CCC(=O)Nc1ccc(N=Nc2ccccc2)cc1	3.9	2.5	2.7	-0.38	-0.35	-0.63	0.18	0.0%	.	.	17%	i	-5	14%	0.2%	-5.6	1100
CCOC(=O)c1cnc2c(ccc3ccccc32)c1NCCO	3.2	1.0	0.0	-0.044	0.01	-0.6	-2.3	-0.6%	-0.39	1125	5%	i	-10	4%	-1.7%[50 µM]	-1.5	1142
COc1ccc(CC(=O)OCC(=O)Nc2ncc(Cl)cc2Cl)cc1	2.1	2.8	9.5	-0.57	-0.16	-0.28	0.2	1.6%	0.31	1185	6%	i	-23	-5%	0.1%	1.4	849
COCCn1c(=N)c(C(=O)NCCc2ccc(OC)cc2)cc2c(=O)n3cccc(C)c3nc21	1.4	1.5	8.9	1.8	-0.2	2	-0.97	-1.3%	-1.5	742	-9%	i	2	2%	0.7%	1.6	1137
CC(Sc1nnc(-c2cc3ccccc3o2)n1-c1ccccc1)C(=O)O (stereo unspecified)	3.4	3.1	23	0.35	-0.25	0.39	0.88	-0.7%	-0.35	1830	13%	i	-2	12%	0.2%	1.4	1055
Cc1cccc(CSCCNC(=S)Nc2ccccc2)c1	3.8	2.7	7.1	-0.62	-0.26	-0.7	0.42	-4.7%	0.28	1382	8%	i	-9	34%	7.9%	-2.5	1046
CCOC(=O)CCc1c(C)nc2ncnn2c1C	3.0	3.6	17	-0.45	-0.4	-0.29	0.69	-0.9%	0.38	1353	6%	i	4	5%	-0.2%	-1.2	1320
COc1ccc(C(=O)NCC(=O)Nc2ccc(F)cc2)cc1OC	0.7	1.0	8.7	0.13	-0.37	-0.029	0.8	-0.8%	-0.04	992	-9%	i	-12	17%	7.6%	.	.
Cc1n[nH]c(C)c1C(=O)CC1(O)C(=O)N(Cc2ccccc2)c2ccc(Br)cc21 (stereo unspecified)	1.6	1.3	8.7	-1.2	1.3	-0.21	0.34	-1.8%	-0.71	936	1%	i	-8	6%	0.1%	.	.
CC1(C)CC(=O)c2cc(C(=O)NCc3ccco3)c(=O)n(-c3ccccc3)c2C1	3.9	1.6	2.9	0.22	-0.26	0.12	0.43	-2.4%	0.71	1310	7%	i	3	1%	0.7%	.	.
CSc1nc(C)cc(/C=C\c2ccccc2)c1C#N	1.3	1.8	2.9	-0.65	-0.21	-0.82	0.94	1.4%	1.3	1196	-4%	i	4	0%	0.0%	-1.6	1057
Oc1c(C=Nc2ccccc2)sc(=S)n1Cc1ccccc1	3.5	2.1	9.6	0.74	0.1	-0.27	0.068	-0.9%	0.56	1385	9%	i	12	2%	-0.7%	-0.1	1458
CC(C)(/C=N/O)/[N+]([O-])=C/c1ccccc1	.	.	.	0.82	-0.2	0.3	-0.71	.	0.06	1106	-1%	.	.	7%	.	-0.9	1256
CCOC(=O)c1ccc(NC(=O)N2CCOCC2)cc1	1.5	1.6	6.9	-0.053	-0.21	0.1	-0.18	.	0.19	1178	-7%	i	14	0%	0.8%	1.0	1126
COc1ccc2sc(NC(=O)NC(=O)c3c(Cl)cccc3Cl)nc2c1	.	.	.	-0.91	-0.28	-0.64	0.59	.	1.9	1434	0%	.	.	9%	0.8%	-0.6	1235
O=C(COC(=O)CCCN1C(=O)c2ccccc2C1=O)Nc1ncc(Cl)cc1Cl	3.2	1.8	9.5	0.28	-0.24	0.18	0.31	0.3%	0.85	1172	0%	i	11	3%	0.5%	-4.8	963
COC(=O)c1ccccc1NC(=O)c1ccccc1N(C)S(=O)(=O)c1ccccc1	4.0	2.6	4.3	-0.25	-0.22	-0.26	-0.15	0.4%	-1.5	1540	-3%	i	7	4%	1.4%[50 µM]	0.8	1068
CCCOc1ccccc1Cn1c(=O)oc2ccc(C)cc21	1.7	1.2	9.9	1.1	-0.0023	0.83	-1.2	-0.8%	-0.73	924	-9%	i	-12	4%	-0.3%	.	.
COc1ccc(-c2csc(N3CCN(C(=O)c4ccco4)CC3)n2)cc1	6.2	1.7	11	1.3	-0.36	0.8	0.99	1.1%	-0.36	924	-7%	i	11	17%	2.9%	-1.3	1140
COCCNC(=O)C(c1ccco1)N(C(=O)Cn1nnc2ccccc21)c1ccc(C)cc1C (stereo unspecified)	1.4	1.9	8.3	0.73	-0.24	0.81	-1.2	-1.3%	0.39	1381	19%	i	-1	4%	-0.3%	.	.
Cc1onc(-c2c(Cl)cccc2Cl)c1C(=O)NCCc1ccc(S(N)(=O)=O)cc1	1.6	1.8	2.9	-0.73	0.7	-0.18	0.89	-1.1%	0.92	879	2%	i	-5	0%	1.4%	.	.
CCN(CC)N=Nc1ccc(C(=O)O)cc1	0.3	6.0	5.3	0.4	0.41	-0.14	0.26	-3.1%	-0.04	1169	21%	i	-6	14%	-1.4%	.	.
Cc1cccc2sc(NC(=O)c3ccc(OCC4CCCO4)cc3)nc12 (stereo unspecified)	5.0	2.9	7.5	-1.2	0.016	-0.27	0.77	0.6%	0.46	1247	-1%	i	5	2%	0.4%	0.8	1518
CSC1=NCCN1S(=O)(=O)c1ccc(F)cc1	3.1	3.4	5.0	-0.52	-0.17	-0.21	0.59	-1.1%	-0.08	1140	-17%	i	17	-3%	-0.2%	-0.4	1072
Cc1cc(C)nc(N2CCC(C(=O)Nc3ccc4c(c3)CCC4)CC2)n1	2.7	2.1	8.0	0.86	-0.19	1.4	-1.9	-2.1%	-0.16	1869	-14%	i	-2	-2%	4.3%	0.9	1074
COc1ccc(/C=N/N=C2/NC(=O)C(CC(=O)O)S2)cc1OCc1ccc(Cl)cc1Cl (stereo unspecified)	4.8	2.2	8.4	0.19	-0.23	0.003	-0.3	6.4%	-0.62	1518	14%	i	10	?	4.2%	-3.3	1203
Cc1cccc(NC(=O)CSc2nc3[nH]ncc3c(=O)n2-c2ccccc2)c1	5.9	1.8	8.9	-0.16	-0.28	0.43	0.71	-4.1%	-1.4	1074	3%	i	-13	-5%	.	0.7	565
O=C(NCc1n[nH]c(=S)n1-c1ccccc1)c1ccc(S(=O)(=O)N2CCOCC2)cc1	3.6	3.3	11	0.1	-0.32	0.13	0.19	-2.4%	0.38	1628	1%	i	2	7%	3.0%	-2.8	1382
CCOC(=O)CNC(=O)Cn1cnc2c(nnn2-c2ccc(C)cc2)c1=O	2.1	1.6	9.0	-0.14	-0.23	0.31	-0.085	-1.5%	0.2	1575	-5%	i	4	-2%	7.8%	5.5	1430

Screens from PubChem.
